# High-throughput results from PubChem BioAssay.
# 4MU fluor = 4-MU region autofluorescence; AID 589; max dye-equivalent concentration, M; 59,000 compounds, 11% hits; compound autofluorescence, 340/450 nm, 4-MU equivalents; hits give high values; in the data active = max dye-equivalent concentration above about 10 nM; inconclusive = mostly about 1.1 nM to 9.6 nM
#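 Compounds in 100 mM Tris, pH 8.0, incubated 15 min at room temperature, then fluorescence read at 340 nm excitation/450 nm emission. Signal converted to 4-MU dye-equivalent concentration using an on-plate six-point 4-MU standard curve.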
# BRCT PPI red = inhibitors of human BRCA1 BRCT-phosphoprotein interaction (red fluorophore); AID 892; BRCT-phosphopeptide binding, red fluorescence polarization; 75,000 compounds, 0.03% hits; Potency, µM (titrated, usually from 76.9 µM), for the others: at the top dose activity change, negative = inhibition, most hits filed as inhibitors; P38398; note: % is set by controls: 0 for no effect and ±100 for the full control effect
#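 Fluorescence polarization: 100 nM His-tagged BRCA1 BRCT with 100 nM TAMRA-labelled phospho-BACH1 decapeptide, phosphate buffer pH 7.3 with 150 mM NaCl, DTT, 0.01% Tween 20; 12 min RT. Binding inhibition seen as FP decrease.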
# Epigenetic mod = derepresses silenced GFP locus in mouse C127i cells. AID 597. Potency, µM (series often up to 46.1 µM), without a hit: at the highest dose GFP derepression (activation). mouse C127i GFP locus derepression, cytometry, 30 h. 68,000 compounds, 0.09% hits; note: % of control where 0% means no effect
#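 Murine C127i mammary cells carrying a silenced, stably integrated CMV-driven GFP reporter were treated with compound for 30 hours at 37 C. After PBS washes, GFP-positive cells were counted by laser-scanning microplate cytometry.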
# BRCT inh green = blocks human BRCA1 BRCT binding to phosphopeptide, green readout | AID 875 | P38398 | BRCA1 BRCT-phosphopeptide binding, green fluorescence polarization | 75,000 compounds, 0.05% hits | Potency, µM (top dose mostly 76.9 µM), for the others: at the highest dose activity change, negative = inhibition, usual class: inhibitors;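 note: potency is the fitted concentration of half-maximal effect; plate controls were peptide without protein for full effect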
#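 Compounds were incubated for 12 min at room temperature with a complex of 100 nM fluorescein-tagged pBACH1 decapeptide and 250 nM His-tagged BRCT protein. Buffer was phosphate pH 7.3 with EDTA, DTT and Tween 20. Disruption of binding lowers the polarization signal.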
# ALOX15 inhib = inhibitors of human 15-lipoxygenase (ALOX15). P16050. purified 15hLO-1, xylenol orange hydroperoxide absorbance. Potency, µM (titrated, usually from 57.1 µM), without a hit: top-dose activity change, negative = inhibition, hits mostly inhibitors. 74,000 compounds, 1.4% hits. AID 887; note: potency is the fitted concentration of half-maximal effect; % is set by controls: 0 for no effect and ±100 for the full control effect; nearly all actives have a fitted effect of over 55% in size
# Target sequence (P16050 whole entry, looked up): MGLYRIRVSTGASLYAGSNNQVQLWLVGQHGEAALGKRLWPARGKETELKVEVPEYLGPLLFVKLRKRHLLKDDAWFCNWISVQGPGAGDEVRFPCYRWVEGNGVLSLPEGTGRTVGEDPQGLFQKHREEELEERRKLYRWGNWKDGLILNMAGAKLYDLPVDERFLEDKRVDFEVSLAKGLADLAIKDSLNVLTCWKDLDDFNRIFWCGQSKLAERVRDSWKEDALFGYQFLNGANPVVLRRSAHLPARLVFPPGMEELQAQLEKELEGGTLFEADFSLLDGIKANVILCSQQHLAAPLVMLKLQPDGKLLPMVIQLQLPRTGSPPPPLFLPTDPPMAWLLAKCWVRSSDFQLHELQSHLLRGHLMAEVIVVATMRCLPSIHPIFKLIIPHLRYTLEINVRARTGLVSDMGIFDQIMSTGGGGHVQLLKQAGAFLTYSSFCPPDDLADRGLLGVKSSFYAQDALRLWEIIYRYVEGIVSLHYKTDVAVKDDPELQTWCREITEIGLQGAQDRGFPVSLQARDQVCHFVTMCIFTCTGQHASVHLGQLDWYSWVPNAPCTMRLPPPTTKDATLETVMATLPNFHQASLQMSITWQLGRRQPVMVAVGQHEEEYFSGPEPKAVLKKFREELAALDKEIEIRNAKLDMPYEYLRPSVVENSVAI
#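 Compounds were preincubated 15 min at room temperature with 40 nM purified human enzyme (25 mM Hepes pH 7.5, 0.01% Triton X-100); 50 uM arachidonic acid reacted 6 min. Fe-xylenol orange detection, 30 min, absorbance ratio 573/405 nm.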
# A350 fluor = A350 region autofluorescence | Compound autofluorescence, 340/450 nm, Alexa 350 dye-equivalents; hits give high values | 59,000 compounds, 11% hits | max dye-equivalent concentration, M; in the data active = max dye-equivalent concentration above about 10 nM; inconclusive = mostly about 1.1 nM to 9.6 nM
# * = called active by the depositor; i = inactive; ? = inconclusive; nt = not tested or not shown; [ ] = remark or other dose. Unless noted, calls come from the whole dose curve; as a rule, active = well fitted curve in the direction sought with a large enough effect; inconclusive = small, poorly fitted or top-dose-only effect, or another doubt; inactive = no such curve, though single readings can be large; an effect the other way counts as inactive or inconclusive. Some of the compounds tested (hit frequency here may not be typical).
SMILES,4MU fluor,BRCT PPI red,Epigenetic mod,BRCT inh green,ALOX15 inhib,A350 fluor
CCc1ccc(C(=O)NN(C(=O)c2cc(C)cc(C)c2)C(C)(C)C)cc1,nt,0.0%,nt,-1.3%,nt,nt
COC(=O)[C@H]1C[C@H]2CC[C@H](O)C[C@H]2N1CC1CC1,nt,-0.4%,nt,0.8%,nt,nt
C=CCOC(=O)C1=C(C)OC(N)=C(C#N)[C@@]12C(=O)N(CC(N)=O)c1ccccc12,i,nt,5.5%[20.6 µM],nt,nt,i
CCCCCCn1c(O)c(C=NCCN2CCCCC2)c(=O)[nH]c1=O,1.12e-08M*,nt,0.0%[20.6 µM],nt,nt,1.5e-08M*
COc1ccc(Cn2c(O)c(C=NCCN3CCOCC3)c(=O)[nH]c2=O)cc1,i,nt,-0.3%[20.6 µM],nt,nt,i
CN1[C@@H]2CC[C@H]1CC(OC(=O)C1C=Nc3ccccc31)C2 (some centres undefined),i,nt,-3.8%[20.6 µM],nt,nt,i
O=c1[nH]c(=O)n(-c2cccc3ccccc23)c(O)c1C=NCCCn1ccnc1,i,nt,0.0%[20.6 µM],nt,nt,i
C=CCOC(=O)C1=C(C)OC(N)=C(C#N)C12C(=O)N(CN1CCOCC1)c1ccccc12 (centres undefined),i,nt,0.1%[20.6 µM],nt,nt,?
[N-]=[N+]=CC(=O)OC[C@H](N)C(=O)O,i,nt,2.3%[20.6 µM],nt,nt,i
C=CCn1c(O)c(C=Nc2ccc(N(CC)CC)cc2)c(=O)[nH]c1=O,1.11e-07M*,nt,3.8%[20.6 µM],nt,nt,8.93e-08M*
CCCc1nc2ccccc2c(=O)n1-c1ccccc1OC,i,nt,-2.2%[20.6 µM],nt,nt,?
C/C(Cl)=C/CC1(CN2CCCC2=O)C(=O)NC(=O)NC1=O,i,nt,-2.6%[20.6 µM],nt,nt,i
CN(C)CCc1nn[nH]n1,i,nt,-1.7%[20.6 µM],nt,nt,i
CCOC(=O)C1=C(C)OC(N)=C(C(=O)OCC)[C@@]12C(=O)N(CC(N)=O)c1ccccc12,?,nt,11.5%[20.6 µM],nt,nt,?
CCCCc1nc(N2CCNCC2)c(C#N)c2c1CSC(C)(C)C2,?,nt,5.5%[20.6 µM],nt,nt,?
CC(C)[C@@]1(NC(=O)[C@@H]2C=C3c4cccc5[nH]cc(c45)C[C@H]3N(C)C2)O[C@@]2(O)[C@@H]3CCCN3C(=O)[C@H](Cc3ccccc3)N2C1=O,2.93e-08M*,nt,3.8%[20.6 µM],nt,nt,3.16e-08M*
COc1ccc(C2SCC(=O)Nc3c2c(=O)[nH]n3C2CCCCC2)cc1 (centres undefined),i,nt,-3.8%[20.6 µM],nt,nt,i
O=c1[nH]c(=O)n(CCc2ccccc2)c(O)c1C=NCCN1CCNCC1,i,nt,-3.7%[20.6 µM],nt,nt,i
CN1CC=C2C(C#N)=C(N)C(C#N)(C#N)C(c3ccncc3)C2C1 (centres undefined),3.46e-07M*,nt,-3.2%[20.6 µM],nt,nt,4.05e-07M*
COCCOC(=O)c1c(N)n(Cc2ccco2)c2nc3ccccc3nc12,3.87e-06M*,nt,11.1%[20.6 µM],nt,nt,4.51e-06M*
CCCCNC(=O)Nc1ccc(C(O)(C(=O)OC)C(F)(F)F)cc1 (centres undefined),i,nt,2.3%[20.6 µM],nt,nt,i
CNCCc1nc(N)n[nH]1,i,nt,-0.4%[20.6 µM],nt,nt,i
C#CCN(C)C(C)Cc1ccccc1 (centres undefined),i,nt,-3.8%[20.6 µM],nt,nt,i
CC(C)(C)OC(=O)c1c(N)n(Cc2ccco2)c2nc3ccccc3nc12,2.43e-06M*,nt,2.3%[20.6 µM],nt,nt,2.77e-06M*
CN1CCc2nc3sc(C#N)c(N)c3c(-c3cccs3)c2C1,1.13e-08M*,nt,2.2%[20.6 µM],nt,nt,1.38e-08M*

# Of the compounds above, five contain a carbonyl joined to an NH by a bond outside any ring:
SMILES,4MU fluor,BRCT PPI red,Epigenetic mod,BRCT inh green,ALOX15 inhib,A350 fluor
CCc1ccc(C(=O)NN(C(=O)c2cc(C)cc(C)c2)C(C)(C)C)cc1,nt,0.0%,nt,-1.3%,nt,nt
C=CCOC(=O)C1=C(C)OC(N)=C(C#N)[C@@]12C(=O)N(CC(N)=O)c1ccccc12,i,nt,5.5%[20.6 µM],nt,nt,i
CCOC(=O)C1=C(C)OC(N)=C(C(=O)OCC)[C@@]12C(=O)N(CC(N)=O)c1ccccc12,?,nt,11.5%[20.6 µM],nt,nt,?
CC(C)[C@@]1(NC(=O)[C@@H]2C=C3c4cccc5[nH]cc(c45)C[C@H]3N(C)C2)O[C@@]2(O)[C@@H]3CCCN3C(=O)[C@H](Cc3ccccc3)N2C1=O,2.93e-08M*,nt,3.8%[20.6 µM],nt,nt,3.16e-08M*
CCCCNC(=O)Nc1ccc(C(O)(C(=O)OC)C(F)(F)F)cc1 (centres undefined),i,nt,2.3%[20.6 µM],nt,nt,i

# Later entries.
SMILES,4MU fluor,BRCT PPI red,Epigenetic mod,BRCT inh green,ALOX15 inhib,A350 fluor
CC1(C)CC(=O)C(C=NCCN2CCN(C(=O)Cc3ccc(F)cc3)CC2)=C(O)C1,i,nt,-2.6%[20.6 µM],nt,nt,i
CCN(CC)CCN=Cc1c(O)n(CCc2ccccc2)c(=O)[nH]c1=O,i,nt,-1.5%[20.6 µM],nt,nt,i
O=c1c(C=NCCN2CCNCC2)c(O)n(C2CCCCC2)c(=O)n1C1CCCCC1,i,nt,-2.2%[20.6 µM],nt,nt,i
CCN(CC)CCCNC(=O)c1c(O)c2ccccc2n(Cc2ccccc2)c1=O,i,nt,2.3%[20.6 µM],nt,nt,i
CCCN(CC#CCO)CCC,i,nt,-2.6%[20.6 µM],nt,nt,i
CCC(=NCCN1CCCCC1)c1c(O)n(C)c(=O)n(C)c1=O,?,nt,0.0%[20.6 µM],nt,nt,?
CC(=O)OC1CC(OC(C)=O)[C@]2(C)C(CC(OC(C)=O)[C@]3(C)C2CC[C@@]2(C)C(c4ccoc4)C(=O)C4O[C@]432)C1(C)C (some centres undefined),nt,-1.7%,nt,-2.6%[3.08 µM],0.7%,nt
C=C(C)C1Cc2c(ccc3c(=O)c4c(oc23)COc2cc(OC)c(OC)cc2-4)O1 (centres undefined),nt,1.5%,nt,-2.9%,-0.2%,nt
CC(=O)Nc1ccc(S(=O)(=O)NC(CC(=O)N2CCC3(CC2)OCCO3)C(C)C)cc1 (centres undefined),nt,-3.0%,nt,-0.8%,5.3%,nt
COc1cc2c(cc1OC)[C@@H]1C(=O)c3ccc(O)c(CC=C(C)C)c3OC1CO2 (some centres undefined),nt,0.2%,nt,0.4%[3.08 µM],3.7%,nt
CCC(=O)OC1CCC2C3CCc4cc(O)ccc4C3CC[C@]12C (some centres undefined),nt,-1.8%,nt,0.6%[3.08 µM],?,nt
Cc1nc2ccccc2c(=O)n1-c1ccc(F)cc1,nt,0.5%,nt,-1.7%,2.9%,nt
CC1C(=O)OC2O[C@]3(C)CC[C@H]4C(C)CCC1[C@]24OO3 (some centres undefined),nt,0.0%,nt,-0.5%[3.08 µM],1.4%,nt
C[C@]12CC[C@H](O)CC1=CCC1C2CC[C@]2(C)C(=O)CC[C@@H]12 (some centres undefined),nt,-1.7%,nt,2.1%,10.2%[25.6 µM],nt
C/C=C(\C)C(=O)OC1CC(OC(C)=O)[C@@]2(C(=O)OC)COC3C2[C@@]12CO[C@](O)(C(=O)OC)C2[C@](C)(C12OC1(C)C1CC2OC2OC=C[C@]21O)C3O (some centres undefined),nt,1.1%,nt,-2.5%[3.08 µM],2.9%,nt
COc1c2c(cc3c1OCO3)C13C=CC(OC)CC1N(C2)CC3O (centres undefined),nt,-0.4%,nt,0.4%[3.08 µM],-1.7%,nt
CC(N)[C@@H](O)c1ccccc1 (some centres undefined),nt,-0.6%,nt,-3.5%,8.4%,nt
CC1CC[C@@]2(OC1)O[C@@H]1[C@@H](O)[C@H]3C4CC[C@H]5C[C@@H](O[C@@H]6O[C@H](CO)[C@H](O[C@@H]7O[C@H](CO)[C@@H](O)[C@H](O[C@@H]8OC[C@@H](O)[C@H](O)[C@H]8O)[C@H]7O[C@@H]7O[C@H](CO)[C@@H](O)[C@H](O[C@@H]8O[C@H](CO)[C@@H](O)[C@H](O)[C@H]8O)[C@H]7O)[C@H](O)[C@H]6O)[C@H](O)C[C@]5(C)C4CC[C@]3(C)[C@H]1[C@@H]2C (some centres undefined),nt,0.2%,nt,0.0%,-5.4%[25.6 µM],nt
CNc1ccccc1C(=O)O,nt,-0.1%,nt,0.0%,2.1%,nt
CNC(=O)Oc1cccc2c1OC(C)(C)C2,nt,1.6%,nt,0.2%,17.9%,nt
C=C(C)c1cc2cc(C(C)=O)c(O)cc2o1,nt,0.5%,nt,0.3%,-0.3%,nt
COC(C)C(O)(C(=O)OC1=CCN2CC[C@H](O)[C@H]12)C(C)C (some centres undefined),nt,-0.4%,nt,0.6%,?,nt
O=C(O)COc1cc(Cl)c(Cl)cc1Cl,nt,-2.5%,nt,-1.4%,3.1%,nt
COC(=O)[C@]1(C)CC[C@@]2(C)CC[C@@]3(C)C4=CCc5c(cc(O)c(O)c5C)[C@]4(C)CC[C@@]3(C)C2C1 (some centres undefined),nt,-3.9%,nt,-3.2%,-27.5%,nt
CN1CCc2cc3c(cc2C1C1OC(=O)c2c1ccc1c2OCO1)OCO3 (centres undefined),nt,0.0%,nt,-0.7%,1.2%[25.6 µM],nt

# Next part
SMILES,4MU fluor,BRCT PPI red,Epigenetic mod,BRCT inh green,ALOX15 inhib,A350 fluor
CC(C)(O)[C@@H]1C2OC(=O)[C@@H]1[C@]1(O)C[C@H]3O[C@]34C(=O)O[C@H]2[C@]14C,nt,0.4%,nt,-5.4%,-5.6%[25.6 µM],nt
NC1(C(=O)O)CCCC1,nt,1.2%,nt,-1.0%[3.08 µM],10.9%,nt
CN(C)C(=O)Oc1cc(OC(=O)N(C)C)cc(C(O)CNC(C)(C)C)c1 (centres undefined),nt,-0.7%,nt,-1.6%,-4.5%,nt
O=C(O)CCCOc1ccc(Cl)cc1Cl,nt,1.3%,nt,-0.4%,-1.4%,nt
Cn1cccc1CN1CCN(C(=O)COc2ccccc2)CC1,nt,2.1%,nt,-2.0%,-14.8%,nt
O=C(NC(=O)c1c(F)cccc1F)Nc1ccc(Cl)cc1,nt,-2.0%,nt,-2.9%,-15.9%,nt
O=C(O)c1nn(Cc2ccc(Cl)c(Cl)c2)c2ccccc12,nt,-1.9%,nt,-2.0%,-24.5%,nt
CC1CCC2C(C)C(=O)OC3OC4(C)CCC1C32OO4 (centres undefined),nt,-0.6%,nt,-0.4%,-14.4%[25.6 µM],nt
CCCC(C)C1(CC)C(=O)N=C(S)NC1=O (centres undefined),nt,2.0%,nt,1.0%,-6.5%,nt
CCOC(=O)C1SC2(C(F)(F)C(F)F)CC1(O)c1c(c(OC)c3occc3c1OC)O2 (centres undefined),nt,-0.4%,nt,0.3%,-8.9%,nt
CC(C)(C)NCC(O)c1cc(Cl)c(N)c(Cl)c1 (centres undefined),nt,0.0%,nt,-2.3%[3.08 µM],-0.9%,nt
COc1cc2c(cc1O)CCNC2C (centres undefined),nt,-0.2%,nt,-0.2%[3.08 µM],9.9%,nt
CC1(C)C(=O)C=C[C@@]2(C)C1CC(O)[C@]1(C)C2CC[C@@]2(C)C(c3ccoc3)OC(=O)C3O[C@]312 (some centres undefined),nt,0.5%,nt,0.2%[3.08 µM],5.4%,nt
O=C(c1cc2c(s1)-c1ccccc1OC2)N1CCC2(CC1)OCCO2,nt,-1.4%,nt,-1.2%,-3.3%,nt
